Screening results (PubChem BioAssay)
EPAC2 antagonist = qHTS for Antagonist of cAMP-regulated guanine nucleotide exchange factor 2 (EPAC2): primary screen; EPAC2 GEF exchange of Rap1B-BODIPY-GDP, fluorescence; 360,000 compounds, 0.18% hits; Potency, µM (series often up to 114 µM), inactives show at the top dose activity, negative = inhibition, most hits filed as inhibitors; further: potency means the concentration at half of the fitted maximal effect; on the % scale 0 is the no-effect control and ±100 the full control effect; nearly all actives have a fitted effect of over 45% in size; many of its hits are not listed in these tables
Target sequence (Q8WZA2 whole entry, looked up): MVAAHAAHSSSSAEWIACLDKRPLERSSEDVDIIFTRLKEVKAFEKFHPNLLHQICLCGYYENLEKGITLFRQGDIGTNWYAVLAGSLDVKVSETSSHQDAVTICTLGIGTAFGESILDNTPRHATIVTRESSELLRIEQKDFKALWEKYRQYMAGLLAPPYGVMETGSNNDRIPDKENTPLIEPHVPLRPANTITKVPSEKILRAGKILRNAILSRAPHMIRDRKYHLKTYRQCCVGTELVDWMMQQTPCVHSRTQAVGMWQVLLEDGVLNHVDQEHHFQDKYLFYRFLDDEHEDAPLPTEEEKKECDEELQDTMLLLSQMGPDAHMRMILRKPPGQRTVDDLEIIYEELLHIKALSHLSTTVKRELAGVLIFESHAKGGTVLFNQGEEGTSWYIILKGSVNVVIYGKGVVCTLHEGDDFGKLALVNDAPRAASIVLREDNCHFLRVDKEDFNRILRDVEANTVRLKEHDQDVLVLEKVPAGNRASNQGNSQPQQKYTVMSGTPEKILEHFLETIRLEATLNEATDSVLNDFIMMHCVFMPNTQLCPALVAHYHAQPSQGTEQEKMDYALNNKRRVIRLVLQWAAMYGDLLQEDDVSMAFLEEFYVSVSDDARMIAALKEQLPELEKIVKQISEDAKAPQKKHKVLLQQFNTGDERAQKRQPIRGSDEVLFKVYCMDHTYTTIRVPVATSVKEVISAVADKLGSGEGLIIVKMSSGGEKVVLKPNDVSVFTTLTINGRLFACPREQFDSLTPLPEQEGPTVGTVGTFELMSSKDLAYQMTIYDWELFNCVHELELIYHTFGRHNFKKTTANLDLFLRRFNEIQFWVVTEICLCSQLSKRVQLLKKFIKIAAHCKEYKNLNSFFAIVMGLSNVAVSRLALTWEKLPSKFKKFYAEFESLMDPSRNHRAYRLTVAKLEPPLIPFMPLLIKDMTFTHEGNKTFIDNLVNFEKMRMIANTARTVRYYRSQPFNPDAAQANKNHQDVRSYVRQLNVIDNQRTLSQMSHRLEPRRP
D3 ag = qHTS of D3 Dopamine Receptor Agonist: qHTS. max activation, %. 410,000 compounds, 0.58% hits. D3R DiscoveRx beta-arrestin cells, luminescence, 90 min. D(3) dopamine receptor (Homo sapiens), P35462; in the data active means max activation above about 30%; further: 0% is about no effect; mostly tested at two doses, the higher about 12 µM
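Agonist-mode cell screen: cells plated at 1500/well and incubated overnight at 37 °C, then exposed to library compounds for 90 min at 37 °C. Detection reagent was added for 30–60 min at room temperature, and luminescence was read.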
Akt phos inh = HTS Assay for Inhibitors of Akt Phophorylation: Primary Screen; Neuro2A IGF-stimulated pAkt S473 HTRF, 20 min; hits give low values; activity change, % for hits at 50 µM; 360,000 compounds, 0.32% hits; in the data active means activity change below about -80%; inconclusive means mostly about -51% to -80%; further: on the % scale 0 is the no-effect control and ±100 the full control effect
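Neuro2A cells in DMEM with 0.5% FBS, overnight at 37 deg C, given compound at single 50 µM final, then IGF (6 nM final) for 20 min at 37 deg C. Lysed; phospho-Akt Ser473 by HTRF after 24 h, 665/615 ratio.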
EPAC2 ag = qHTS for Agonist of cAMP-regulated guanine nucleotide exchange factor 4 (EPAC2): primary screen | Rap guanine nucleotide exchange factor 4 (Homo sapiens), Q8WZA2 | EPAC2 activation, biochemical qHTS; response scale: 100% = 6.5 mM cAMP response | Potency, µM (top dose mostly 154 µM), inactives show at the top dose activation, usual class: activators | 360,000 compounds, 0.079% hits | AID 720711, 2013; further: potency means the concentration at half of the fitted maximal effect; nearly all actives have a fitted effect of over 50% in size
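Compounds were titrated in qHTS against a Rap1B-BODIPY-GDP (250 nM) complex with EPAC2 (100 nM) and GDP (50 uM). BODIPY-GDP release tracked at 480/540 nm over 30 min at room temperature, normalized to 6.5 mM cAMP.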
PTHR1 ag = qHTS for PTHR1 Agonists: Primary Screen; Potency, µM (series often up to 115 µM), for inactives: top-dose activation, actives largely listed as activators; HEK293 GP2 PTHR1 cells, GloSensor cAMP luminescence, 1 h; Parathyroid hormone/parathyroid hormone-related peptide receptor (Homo sapiens), Q03431; 410,000 compounds, 0.075% hits; further: potency means the concentration at half of the fitted maximal effect; nearly all actives have a fitted effect of over 55% in size; some results filed as inactive show a strong effect at the top dose; inactives centre near -15; many of its hits are not listed in these tables
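HEK-293-derived GP2 cells expressing PTHR1 and a GloSensor cAMP reporter, 3,000/well, plated overnight, given luciferin plus IBMX (each 0.5 mM as added) for 1 h at 37 °C, then compound for 1 h at 37 °C. Luminescence was read after 15 min at room temperature.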
CCT modulator = High-Throughput Screening for Modulators of Cytosolic Chaperonin Activity; purified chaperonin ATPase assay, HTRF ADP detection, 30 min; activity change, % (concentration not given with the values), hits read low; 360,000 compounds, 0.3% hits; in the data active means activity change below about -30%; further: on the % scale 0 is the no-effect control and ±100 the full control effect
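TRiC (40 or 20 nM final, by batch activity) in 30 mM Tris pH 7.4, 100 mM KCl, 5 mM MgCl2, 1 mM DTT was treated with compound at 76 uM single dose, then 10 uM ATP, 30 min at 37 °C. ADP was read by HTRF Transcreener.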
DRD3 antagonist = qHTS of D3 Dopamine Receptor Antagonist: qHTS. D(3) dopamine receptor (Homo sapiens), P35462. AID 652054, 2013. 360,000 compounds, 2.5% hits. max response, negative = inhibition, %. D3R cells, DiscoveRx beta-arrestin luminescence, antagonist mode; hits give low values; in the data active means max response below about -50%; inconclusive means no clear call, values can overlap the other calls; further: on the % scale 0 is the no-effect control and ±100 the full control effect; mostly tested at two doses, the higher about 12 µM
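Cells expressing the human receptor were seeded at 1500 cells/well, incubated overnight at 37 degrees C in 5% CO2, then exposed to library compounds with dopamine controls for 90 minutes at 37 degrees C before luminescent detection.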
MmCpn inh = Inhibitors of TCP-1 ring complex (TRiC) of Methanococcus maripaludis (MmCpn): qHTS. Potency, µM (top dose mostly 76.9 µM), for inactives: top-dose activity, negative = inhibition, usual class: inhibitors. purified Mm-Cpn ATPase, ADP Transcreener TR-FRET. 330,000 compounds, 0.031% hits. Chaperonin Mm-Cpn (Methanococcus maripaludis); further: potency means the concentration at half of the fitted maximal effect; on the % scale 0 is the no-effect control and ±100 the full control effect; nearly all actives have a fitted effect of over 80% in size
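Measured: ADP formation by purified Mm-CPN. Conditions: 25 nM protein, 10 uM ATP, Tris pH 7.4 with Mg2+, K+ and DTT, 37°C for 30 min. Detection: Transcreener HTRF after 30 min at room temperature.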
Numbers without * were called inactive; i = inactive; ? = inconclusive; . = no result given; & = joins results of further samples; [ ] = another dose, or the depositor's remark. Unless noted, the call rests on the fitted dose curve; in most records, active means well fitted curve in the direction sought with a large enough effect; inconclusive means small, poorly fitted or top-dose-only effect, or another doubt; inactive means no such curve, though single readings can be large; an effect the other way counts as inactive or inconclusive. Some of the compounds tested (hit frequency here may not be typical).

SMILES | EPAC2 antagonist | D3 ag | Akt phos inh | EPAC2 ag | PTHR1 ag | CCT modulator | DRD3 antagonist | MmCpn inh
COc1ccc(CNC(=O)COC(=O)c2c[nH]c(=O)[nH]c2=O)cc1OC | -2% | 6 | . | -82%[inhibitor][15.6 µM] | i | 0.3 | 15 | 1%
CN(C)CCNc1nc(S(=O)(=O)c2ccccc2)c(Cl)s1 | 10% | -10 | i | -5% | -15% | -2.6 | -24 | -14%
Cc1ccc(O)c(/C=N/NC(=O)Cc2ccc(Cl)cc2)c1 | -13% | -3 | i | -6% | -21% | 1.5 | 12 | -2%
COCCNC(=S)N(CCO)Cc1cc2cc3c(cc2[nH]c1=O)OCO3 | 6% | 0 | i | 13% | i | -1.7 | -1 | -5%
COCCn1c(=S)[nH]c2ccccc21 | 3% | -4 | i | 7% | -4% | -1.8 | -3 | -4%
CCC1(c2ccc(F)cc2)NC(=O)N(CC(=O)Nc2cccnc2Cl)C1=O (stereo not drawn) | 2% | -21 | i | 4% | i | 1.4 | 0 | 1%
CCOC(=O)N1CCN(S(=O)(=O)c2cc(OCC(N)=O)c(C)cc2Cl)CC1 | -3% | -1 | i | -1% | -5%[57.5 µM] | 0.9 | -2 | 0%
Cc1nc(C)c(-c2ccc(SCc3ccc([N+](=O)[O-])cc3)nn2)s1 | -7% | 2 | i | -2% | -59%[inhibitor] | 1.0 | 1 | -4%
Cc1ccc(CNC(C)(C)CO)cc1 | 0% | -6 | i | 3% | -18% | -4.2 | 0 | 0%
O=S(=O)(c1ccc(NC(=S)Nc2ccc(OC(F)F)cc2)cc1)N1CCOCC1 | -9% | -20 | i | 13% | -20% | -2.3 | ? | 1%
Cc1ccc(NC(=O)C2CC(=O)N/C(=N/N=C/c3ccco3)S2)cc1C (stereo not drawn) | 2% | 5 | i | 0% | i | 2.8 | -1 | 1%
COc1ccc(-c2cnc3nc(/N=C/N(C)C)nn3c2/N=C/N(C)C)cc1 | 2% | -5 | i | 10% | -21% | -3.1 | 10 | -4%
Cc1nc(NCCc2ccc(F)cc2)c(C#N)c(C)c1[N+](=O)[O-] | 6% | 1 | i | 11% | -25% | -1.4 | 1 | 3%
Cc1ccc2c(c1)cc(CN(Cc1ccc3c(c1)OCO3)C(=O)c1cnccn1)c1nnnn12 | 1% | 1 | i | 5% | i | -1.4 | 22 | 1%
Cc1cc(NC(=O)CCC(=O)N(c2ccccc2)C2(C(=O)NC3CCCCC3)CCCC2)no1 | 7% | -1 | i | 6% | -16%[57.5 µM] | 1.0 | 10 | 1%
NNc1nc2ccc(Cl)cc2s1 | -5% | 3 | i | -8% | -9% | -1.2 | 2 | 0%
O=C(Cc1ccccc1F)Nc1nc2ccccc2[nH]1 | -5% | -8 | i | 9% | 0% | -4.5 | -24 | 1%
COc1ccc(CNC(=O)C2CCN(S(C)(=O)=O)CC2)cc1 | 1% | 4 | i | 10% | i | -0.9 | -4 | 1%
CC(C)/C=N\NC(=O)CCCCC(=O)N/N=C/C(C)C | 0% | -4 | i | 5% | i | -0.7 | 8 | 0%
CC1(C)CC2(C)OC(=N)C1(C#N)C2(C#N)C#N (stereo not drawn) | -2% | -10 | i | 8% | -22% | -5.8 | -16 | 1%
COc1ccc(C(C(=O)NC2CCCC2)N(Cc2cccnc2)C(=O)Cc2cccs2)c(OC)c1 (stereo not drawn) | 6% | -2 | i | 0% | -7% | 1.6 | -4 | 1%
COc1ccc(OC)c(CNC(=O)c2nn(C)c3c2CS(=O)(=O)c2ccccc2-3)c1 | -8% | 0&7 | i | 6% | -13%&-7% | -0.7 | 3 | -2%
Cc1ccc(S(=O)(=O)N2CCCC(C(=O)NCCc3ccc(Cl)cc3)C2)cc1 (stereo not drawn) | 8% | 1 | i | -1% | -39%[inhibitor] | -1.5 | -6 | .
CCC(CC)NC(=O)c1cccc([N+](=O)[O-])c1C | 12% | 3 | i | -6% | -23% | -0.4 | 12 | 0%
CCC(C)c1ccc(S(=O)(=O)N2CCN(C(=O)COc3ccc4c(C)cc(=O)oc4c3)CC2)cc1 (stereo not drawn) | 6% | 6 | i | -7% | -7%[57.5 µM] | -1.3 | -6 | 1%
CS(=O)(=O)N1CCCCC1c1cc(C(=O)NCc2ccccc2)no1 (stereo not drawn) | -6% | 3 | . | 7% | 15% | 0.3 | 14 | .
CCCCC(=O)Oc1c(S(=O)(=O)c2ccccc2)c(C)nn1C(C)(C)C | -16% | 4 | i | 19% | -15% | -2.5 | 13 | 2%
FC(F)(F)c1nc2ccccc2nc1N/N=C/c1ccc(Cl)cc1 | 3% | -2 | i | -16% | -1% | 0.1 | 126 | ?
Cc1nc2ccc(Cl)cc2nc(C)/c1=N\O | 18% | 6 | . | ? | i | -0.8 | 51 | 1%
COc1ccccc1OCC#CCSc1ncccn1 | 16% | -1 | i | 11% | i | -2.2 | -8 | 0%
NC(=O)COC(=O)/C=C/c1ccccc1[N+](=O)[O-] | 4% | 5 | i | 4% | i | 0.4 | 11 | 0%
Cc1c(-c2n[nH]c(=S)n2-c2ccc(C(F)(F)F)cc2)nnn1-c1ccccc1 | -1% | -3 | i | -4% | -19% | 1.3 | -11 | 1%
Cc1ccc(NC(=O)COc2ccccc2C(=O)Nc2ccccc2)cc1Cl | -4% | -5 | i | 12% | -5% | -2.6 | 1 | 2%
CC(C)(C)NC(=O)c1ccc2c(c1)N(CC(=O)N1CCN(c3ccccc3F)CC1)C(=O)C(C)(C)O2 | -4% | -23 | i | -3% | -26%[57.5 µM] | -16 | -16 | 0%
Cc1nc2ccc(-n3ccc(=O)cc3)cc2s1 | 1% | 8 | i | 6% | -41%[inhibitor][57.5 µM] | 2.0 | 5 | -1%
COc1ccc2ccccc2c1CN1CCN(C(=O)c2ccco2)CC1 | -19% | 48* | i | 10% | -76%[inhibitor] | -0.2 | -10 | 0%
Cn1cccc1C(=O)NC(=O)COC(=O)CCNS(=O)(=O)c1ccc(Cl)cc1 | -5% | 7 | i | 19% | -37%[inhibitor] | -0.3 | 1 | 0%
CC(C)(C)c1ccc(S(=O)(=O)NCCc2ccncc2)cc1 | -2% | 3 | i | -6% | -29% | 1.7 | -8 | 0%
CCCCCNC(=O)C(c1ccncc1)n1c(=O)c(-c2ccccc2)nc2ccccc21 (stereo not drawn) | 4% | 2 | i | -5% | i | . | 15 | .
CCCCN(C(=O)CC1OC(=O)c2ccccc21)c1c(N)n(CCCC)c(=O)[nH]c1=O (stereo not drawn) | 10% | -5 | i | -7% | 10% | -1.3 | 9 | -2%

Copied from the list.
Entry of `Cc1nc2ccc(-n3ccc(=O)cc3)cc2s1` under EPAC2 antagonist: 1%
Entry of `CCCCCNC(=O)C(c1ccncc1)n1c(=O)c(-c2ccccc2)nc2ccccc21` (stereo not drawn) under D3 ag: 2

(cont.)
SMILES | EPAC2 antagonist | D3 ag | Akt phos inh | EPAC2 ag | PTHR1 ag | CCT modulator | DRD3 antagonist | MmCpn inh
NC(=S)N=Nc1c(O)n(CCCl)c2ccc(Cl)cc12 | 3% | 2 | i | -2% | -15% | 2.7 | -8 | 0%
O=C(Cn1cc(C(F)(F)F)cc(Cl)c1=O)NCCc1ccc(Cl)cc1Cl | 9% | -4 | i | -1% | -4% | 0.5 | 1 | 1%
O=C(CSc1cccc2cccnc12)N1CCCC1 | -19% | -7 | i | 5% | -3% | 1.9 | -26 | -1%
CCOc1ncccc1C(=O)Nc1nnc(C(CC)CC)s1 | 4% | 4 | i | 4% | -25% | -2.4 | 17 | 2%
Cc1nccn1CC(O)COc1ccc([N+](=O)[O-])cc1 (stereo not drawn) | -13% | 4 | i | -1% | i | 1.4 | -4 | -1%
O=C(NC1CCCCC1)c1cc(Cl)ccc1[N+](=O)[O-] | 22% | 2 | i | 5% | -5% | -0.6 | -8 | 1%
Cc1cccc(NC(=O)N(Cc2cc3cc(C)ccc3[nH]c2=O)CC2COCCO2)c1 (stereo not drawn) | -13% | -6 | i | 3% | -17% | -1.7 | -14 | 5%
Cc1ccc([C@@]2(OC(=O)c3ccccc3)C(=O)N(C(=O)OC(C)(C)C)c3ccccc32)cc1 | 6% | -3 | i | 4% | -18% | -0.4 | -4 | .
CC(C)c1c(C(=O)N/N=C/c2ccc(C(F)(F)F)cc2)nnn1-c1nonc1N | -5% | -2 | i | 12% | -94%[inhibitor] | -0.6 | -23 | 3%
CCOC(=O)c1ccccc1NC1c2ccccc2C(=O)N1c1cc(C)ccn1 (stereo not drawn) | -13% | -7 | i | 14% | i | -1.4 | -17 | -1%
CCOc1c2c(nc3ccc(Cl)cc13)CCC2 | 3% | -7 | i | -3% | -2%[57.5 µM] | -1.2 | -4 | 1%
COc1ccc(OC)c(CN2C(=O)CN(S(C)(=O)=O)CC2(C)C(=O)NCc2ccccc2)c1 (stereo not drawn) | -14% | -4 | i | 2% | -21% | . | 6 | .
O=C(COc1cc(Cl)c(Cl)cc1Cl)Nn1cnnc1 | 4% | 2 | i | -5% | i | 3.6 | -17 | 0%
COc1cccc(-n2c(SCC(=O)NC3CCCC3)nnc2-c2ccco2)c1 | 5% | -2 | i | -4% | -6%[57.5 µM] | -2.1 | -20 | -2%
O=C(CSc1nnnn1-c1cccnc1)Nc1cccc(Cl)c1 | 1% | 3 | i | 6% | -3% | 0.4 | 0 | 2%
COc1ccccc1-n1c(CNC(=O)c2ccccc2)nnc1SCC(=O)Nc1nnc(C)s1 | 8% | 2 | i | -2% | -14% | -6.9 | 7 | 1%

Two entries from above, with tabs:
canonical_smiles	EPAC2 antagonist	D3 ag	Akt phos inh	EPAC2 ag	PTHR1 ag	CCT modulator	DRD3 antagonist	MmCpn inh
CCOc1c2c(nc3ccc(Cl)cc13)CCC2	3%	-7	i	-3%	-2%[57.5 µM]	-1.2	-4	1%
Cc1nccn1CC(O)COc1ccc([N+](=O)[O-])cc1 (stereo not drawn)	-13%	4	i	-1%	i	1.4	-4	-1%
